Screening data deposited in PubChem BioAssay by NCI.
NCI-60 one-dose screen, 48 h, at 10 µM unless noted. Numbers give growth in % (100 = growth as untreated, 0 = no growth, -100 = all killed).
K-562 = K-562 leukemia | 7.4% of 78,000 active
T-47D = T-47D breast cancer; 5% of 79,000 active; AID 1794792
MDA-MB-231 = MDA-MB-231 breast cancer; AID 1794789; 5% of 81,000 active
HS 578T = HS 578T breast cancer | 4.1% of 78,000 active | AID 1794788
SR = SR leukemia cells. 8.7% of 73,000 active. AID 1794780
MDA-MB-468 = MDA-MB-468 breast cancer; 8.5% of 78,000 active; AID 2202374
BT-549 = BT-549 breast cancer; 4.4% of 78,000 active; AID 1794793
MCF7 = MCF7 breast cancer; 6.3% of 82,000 active
Starred values were filed as active, the others as inactive; ! = repeats disagree; [ ] = remark or other dose. How the source made its calls: active means growth percent below 10; inactive means the rest.

Screening CCCCCn1sc(=O)n(Cc2ccc(CNC(=O)C(C)c3ccc(CC(C)C)cc3)cc2)c1=O (configuration not stated) returned K-562 2.1*, T-47D -44.8*!, MDA-MB-231 -54.7*!, HS 578T -7.3*!, SR 1.3*!, MDA-MB-468 -81.0*!, BT-549 -82.4*! and MCF7 -43.1*!.
Screening COc1cccc2c1C(=O)c1c(O)c3c(c(O)c1C2=O)CC(O)(/C(C)=N/NC(=O)CCCCC(=O)N/N=C(\C)C1(O)Cc2c(O)c4c(c(O)c2C(OC2CC(N)C(O)C(C)O2)C1)C(=O)c1c(OC)cccc1C4=O)CC3OC1CC(N)C(O)C(C)O1 (configuration not stated) returned K-562 -51.8*[5 µM], T-47D -16.2*[5 µM], MDA-MB-231 -2.2*[5 µM], HS 578T -40.4*[5 µM], MDA-MB-468 -1.4*[5 µM], BT-549 -21.6*[5 µM] and MCF7 2.2*[5 µM].
`Cc1cc(O)c(C(C)(C)C)cc1Sc1cc(C(C)(C)C)c(O)cc1C` gave K-562 14.6, T-47D 18.6, MDA-MB-231 -9.9*, SR -33.1*, MDA-MB-468 67.2, BT-549 65.9 and MCF7 34.7.
O=[N+]([O-])c1ccc(NN=C(CO)CO)c([N+](=O)[O-])c1 was read as K-562 95.3, T-47D 84.0, MDA-MB-231 100.1, HS 578T 112.9, MDA-MB-468 91.6, BT-549 98.4 and MCF7 89.4.
`CCC(c1ccc(OC)cc1)C(CC)c1ccc(O)c(CN2CCCC2)c1` (configuration not stated) gave K-562 -32.1*, T-47D -33.0*, HS 578T 12.4, SR -43.0*, MDA-MB-468 -45.0*, BT-549 2.6* and MCF7 -44.4*.
Screening COc1ccc2oc(=O)cc(Cn3c4ccc(Cl)cc4c4ccc([C@@H](C)C(=O)O)cc43)c2c1 returned K-562 91.7, T-47D 85.0, MDA-MB-231 97.4, HS 578T 96.8, SR 83.6, MDA-MB-468 115.1, BT-549 92.8 and MCF7 101.1.
Screening CCCCCCCCCCCCCC(N)=O returned K-562 122.3, T-47D 97.1, MDA-MB-231 103.4, SR 105.1, MDA-MB-468 98.2, BT-549 108.3 and MCF7 105.5.
Screening Cc1nc(N)nc(N)c1-c1ccc([N+](=O)[O-])cc1 returned K-562 39.7, T-47D 114.4, MDA-MB-231 108.4, HS 578T 101.2, MDA-MB-468 110.9, BT-549 112.7 and MCF7 83.2.
For CCc1ccc2nc(NC(=O)Cc3csc(NC(=O)c4ccco4)n3)sc2c1 the results were K-562 64.5, T-47D 55.1, MDA-MB-231 67.9, HS 578T 31.4, MDA-MB-468 -54.2*, BT-549 57.4 and MCF7 18.3.
Screening COc1ccc(CNc2cc3cc(OC)c(OC)cc3c(C)n2)cc1CN1CCN(C)CC1 returned K-562 97.0, T-47D 86.1, MDA-MB-231 67.8, HS 578T 71.5, SR 53.2, MDA-MB-468 84.9, BT-549 71.7 and MCF7 75.4.
For NN1C=CNn2c1nc1c(cnn1-c1ccccc1)c2=O the results were K-562 101.4, T-47D 108.4, MDA-MB-231 118.8, HS 578T 113.4, SR 103.9, MDA-MB-468 105.3, BT-549 121.8 and MCF7 99.8.
CC(=O)c1ccc(-n2c(C)nc3ncccc3c2=O)cc1 was read as K-562 92.2, T-47D 95.7, MDA-MB-231 95.5, HS 578T 103.9, SR 87.3, MDA-MB-468 98.5, BT-549 89.7 and MCF7 96.9.
Cc1ccc(-c2nn(-c3ccccc3)cc2/C=C/C(=O)OCc2cn(-c3ccc([N+](=O)[O-])cc3)nn2)cc1 was read as K-562 82.0, T-47D 88.3, MDA-MB-231 75.1, HS 578T 68.1, SR 78.3, MDA-MB-468 94.9, BT-549 98.4 and MCF7 94.8.
For CCCn1cnc2c(c1=N)C(c1ccc(Cl)cc1)c1sc3c(C)cccc3c1O2 (configuration not stated) the results were K-562 7.7*, T-47D 45.9, MDA-MB-231 28.6, HS 578T 15.4, SR 12.6, MDA-MB-468 30.9, BT-549 18.0 and MCF7 17.4.
`Cc1nc(NCc2ccco2)nc(N2CCOCC2)c1Br` gave K-562 93.7, T-47D 80.0, MDA-MB-231 95.9, HS 578T 98.3, SR 97.1, MDA-MB-468 65.9, BT-549 93.3 and MCF7 43.4.
For O=c1[nH]ccc2c(S(=O)(=O)N3CCCNCC3)cccc12 the results were K-562 103.7, T-47D 37.7, MDA-MB-231 87.3, SR 83.3, MDA-MB-468 15.9, BT-549 61.3 and MCF7 85.9.
For C#C[C@]1(O)CCC2C3CCc4cc(OC)ccc4C3CC[C@@]21C (some centres not stated) the results were K-562 78.1, T-47D 94.1, MDA-MB-231 92.5, HS 578T 102.6, MDA-MB-468 80.9, BT-549 98.4 and MCF7 96.5.
`Cn1c(=O)c2nc(SCCO)n(C)c2n(C)c1=O` gave K-562 101.6, T-47D 96.2, MDA-MB-231 118.0, SR 84.1, MDA-MB-468 104.8, BT-549 108.1 and MCF7 105.7.
For COc1ccc(C2C(C#N)=C(N)Oc3c2sc2c(Br)cccc32)cc1 (configuration not stated) the results were K-562 9.4*, T-47D 27.2, MDA-MB-231 40.5, HS 578T 41.8, SR 8.8*, MDA-MB-468 3.8*, BT-549 34.4 and MCF7 13.1.
Cc1ccc2oc(=O)cc(/C=C3/SC(=O)NC3=O)c2c1 was read as K-562 83.1, T-47D 89.8, MDA-MB-231 105.9, HS 578T 108.9, SR 80.3, MDA-MB-468 110.2, BT-549 91.8 and MCF7 85.4.

Fetched by compound from the list above:
For C#C[C@]1(O)CCC2C3CCc4cc(OC)ccc4C3CC[C@@]21C (some centres not stated) the results were K-562 78.1, T-47D 94.1, MDA-MB-231 92.5, HS 578T 102.6, MDA-MB-468 80.9, BT-549 98.4 and MCF7 96.5.
For O=c1[nH]ccc2c(S(=O)(=O)N3CCCNCC3)cccc12 the results were K-562 103.7, T-47D 37.7, MDA-MB-231 87.3, SR 83.3, MDA-MB-468 15.9, BT-549 61.3 and MCF7 85.9.

Going on with the list:
For Nc1n[nH]c(CCCO)c1-c1nc2ccccc2c(=O)[nH]1 the results were K-562 112.2, T-47D 113.6, MDA-MB-231 104.8, HS 578T 101.0, SR 96.9, BT-549 102.0 and MCF7 71.9.
Screening Cc1cc(N=C2NC(=O)S/C2=C\c2ccc(F)cc2)n[nH]1 returned K-562 15.4, T-47D 18.1, MDA-MB-231 9.8*, HS 578T 10.0, SR 8.6*, MDA-MB-468 -5.6*, BT-549 3.6* and MCF7 7.7*.
CCc1nnc2n1N=C(c1ccc(Br)cc1)CS2 was read as K-562 97.4, T-47D 86.5, MDA-MB-231 89.7, HS 578T 110.0, SR 98.3, MDA-MB-468 102.5, BT-549 104.4 and MCF7 86.3.
Screening C[C@]12CC[C@H]3[C@@H](CC=C4C[C@@H](O)CC[C@@]43C)[C@@H]1CC[C@@H]2C(=O)C/C=N/O returned K-562 78.1, T-47D 77.2, MDA-MB-231 103.3, HS 578T 92.5, SR 91.6, MDA-MB-468 90.2, BT-549 90.2 and MCF7 95.6.
For Brc1cn2ccnc2c(-c2cccs2)n1 the results were K-562 97.0, T-47D 85.1, MDA-MB-231 103.9, HS 578T 106.0, SR 97.1, MDA-MB-468 82.4, BT-549 96.7 and MCF7 63.6.
Screening CCOC(=O)/C(C#N)=N\Nc1c(C(=O)O)ccc2c1C(=O)c1ccccc1C2=O returned K-562 109.0, T-47D 110.7, MDA-MB-231 102.5, HS 578T 98.9, SR 126.3, MDA-MB-468 105.8, BT-549 102.9 and MCF7 91.2.
`Nc1c2c(nc3ccc(Cl)cc13)CC(c1ccc(Cl)cc1)CC2=O` (configuration not stated) gave K-562 97.5, T-47D 111.2, MDA-MB-231 103.8, HS 578T 116.5, SR 46.6, MDA-MB-468 100.2, BT-549 99.9 and MCF7 94.8.
For CC1=C(SCCC(=O)OC(C[Se]C2=C(C)C(=O)c3ccccc3C2=O)C(=O)NCCCCCC(=O)OCc2ccccc2)C(=O)c2ccccc2C1=O (configuration not stated) the results were K-562 21.6, T-47D 49.9, MDA-MB-231 59.0, HS 578T 34.0, MDA-MB-468 30.5, BT-549 67.3 and MCF7 28.2.
Screening Cc1cccc(NC(=S)Nc2nnc3c4c5c(sc4ncn23)CCCC5)c1 returned K-562 90.7, T-47D 87.3, MDA-MB-231 94.1, HS 578T 104.8, SR 97.5, MDA-MB-468 103.2, BT-549 104.3 and MCF7 87.0.
`COc1cc2c(cc1OCCCCN1CCN(C(=S)SCCC(C#N)(c3ccccc3)c3ccccc3)CC1)N=C[C@@H]1CCCN1C2=O` gave K-562 -34.3*, T-47D -13.3*, MDA-MB-231 -23.7*, HS 578T -11.7*, SR -44.1*, BT-549 -91.8* and MCF7 -93.4*.

Copied from the entries so far (seven entries):
Screening C[C@]12CC[C@H]3[C@@H](CC=C4C[C@@H](O)CC[C@@]43C)[C@@H]1CC[C@@H]2C(=O)C/C=N/O returned K-562 78.1, T-47D 77.2, MDA-MB-231 103.3, HS 578T 92.5, SR 91.6, MDA-MB-468 90.2, BT-549 90.2 and MCF7 95.6.
For Brc1cn2ccnc2c(-c2cccs2)n1 the results were K-562 97.0, T-47D 85.1, MDA-MB-231 103.9, HS 578T 106.0, SR 97.1, MDA-MB-468 82.4, BT-549 96.7 and MCF7 63.6.
Screening CCOC(=O)/C(C#N)=N\Nc1c(C(=O)O)ccc2c1C(=O)c1ccccc1C2=O returned K-562 109.0, T-47D 110.7, MDA-MB-231 102.5, HS 578T 98.9, SR 126.3, MDA-MB-468 105.8, BT-549 102.9 and MCF7 91.2.
`Nc1c2c(nc3ccc(Cl)cc13)CC(c1ccc(Cl)cc1)CC2=O` (configuration not stated) gave K-562 97.5, T-47D 111.2, MDA-MB-231 103.8, HS 578T 116.5, SR 46.6, MDA-MB-468 100.2, BT-549 99.9 and MCF7 94.8.
For CC1=C(SCCC(=O)OC(C[Se]C2=C(C)C(=O)c3ccccc3C2=O)C(=O)NCCCCCC(=O)OCc2ccccc2)C(=O)c2ccccc2C1=O (configuration not stated) the results were K-562 21.6, T-47D 49.9, MDA-MB-231 59.0, HS 578T 34.0, MDA-MB-468 30.5, BT-549 67.3 and MCF7 28.2.
Screening Cc1cccc(NC(=S)Nc2nnc3c4c5c(sc4ncn23)CCCC5)c1 returned K-562 90.7, T-47D 87.3, MDA-MB-231 94.1, HS 578T 104.8, SR 97.5, MDA-MB-468 103.2, BT-549 104.3 and MCF7 87.0.
`COc1cc2c(cc1OCCCCN1CCN(C(=S)SCCC(C#N)(c3ccccc3)c3ccccc3)CC1)N=C[C@@H]1CCCN1C2=O` gave K-562 -34.3*, T-47D -13.3*, MDA-MB-231 -23.7*, HS 578T -11.7*, SR -44.1*, BT-549 -91.8* and MCF7 -93.4*.

Continued:
For O=S(=O)(N=C1C(Cl)=C(Cl)C(=NS(=O)(=O)c2ccccc2)C(Cl)=C1Cl)c1ccccc1 the results were K-562 65.6, T-47D 88.9, MDA-MB-231 98.8, HS 578T 93.2, SR 46.4, MDA-MB-468 70.3, BT-549 86.6 and MCF7 53.8.
`COc1cc([N+](=O)[O-])c(OC)cc1I` gave K-562 97.0, T-47D 100.1, MDA-MB-231 115.1, HS 578T 108.4, SR 104.7, MDA-MB-468 115.5, BT-549 94.8 and MCF7 91.2.
Screening O=C(CCc1nnc(Cc2ccccc2Cl)o1)c1nc2ccccc2[nH]1 returned K-562 76.3, T-47D 77.7, MDA-MB-231 84.0, HS 578T 100.6, MDA-MB-468 72.5, BT-549 93.8 and MCF7 68.3.
`COc1ccc(Nc2n[nH]c(N)c2C(=O)Nc2ccc(C)cc2)c(OC)c1` gave K-562 66.1, T-47D 89.1, MDA-MB-231 81.1, HS 578T 93.2, MDA-MB-468 65.7, BT-549 93.4 and MCF7 69.5.
O=COCc1ccccc1 was read as K-562 112.1, T-47D 132.3, MDA-MB-231 100.5, HS 578T 104.9, SR 82.5, MDA-MB-468 101.5 and MCF7 108.9.
Screening COc1cccc(/C=C/c2c(C(C)=O)c(C)nc3ccccc23)c1 returned K-562 41.0, T-47D 42.3, MDA-MB-231 88.0, HS 578T 91.8, SR 57.4, MDA-MB-468 25.9, BT-549 82.0 and MCF7 43.5.
CC(=O)c1ccc(Nc2ccnc(SCC(=O)c3ccc(Br)cc3)n2)cc1 was read as K-562 69.8, T-47D 56.4, MDA-MB-231 88.0, HS 578T 104.1, SR 74.5, MDA-MB-468 79.0, BT-549 81.1 and MCF7 82.1.
`COc1ccc(/C=C/C=C\C(=O)c2ccc(N3CCN(C)CC3)cc2)cc1` gave K-562 33.7, T-47D 70.2, MDA-MB-231 72.3, HS 578T 78.9, SR 38.3, MDA-MB-468 90.0, BT-549 88.3 and MCF7 63.9.
`CCOC(=O)C1=C(C)n2nc(CC#N)c(C#N)c2NC1c1ccc(CC)cc1` (configuration not stated) gave K-562 106.2, T-47D 94.9, MDA-MB-231 87.5, HS 578T 114.6, SR 104.1, MDA-MB-468 114.2, BT-549 85.4 and MCF7 88.7.
Screening Cc1ccc(/C=C/c2c(C(=O)c3ccccc3)c(C)nc3ccccc23)cc1 returned K-562 93.5, T-47D 85.8, MDA-MB-231 99.1, HS 578T 100.8, SR 98.6, MDA-MB-468 107.3, BT-549 100.9 and MCF7 99.0.
O=C(CSc1nnc(-c2c[nH]c3ccccc23)n1-c1ccccc1)c1ccccc1 was read as K-562 52.8, T-47D 83.5, MDA-MB-231 27.0, HS 578T 24.1, SR 81.6, MDA-MB-468 77.2, BT-549 62.2 and MCF7 36.2.
`O=C(/C=C/c1ccc(C(F)(F)F)cc1)c1ccc(Nc2nc(NCCO)nc(N3CCOCC3)n2)cc1` gave K-562 5.5*, T-47D 32.7, MDA-MB-231 46.7, HS 578T 78.1, SR 19.0, MDA-MB-468 20.4, BT-549 61.0 and MCF7 3.9*.
